Source: PubChem
E coli Lon inh = E. coli protease La inhibition | inhibition, % at 7.94 µM | AID 602123 | 360,000 compounds, 0.42% hits | P0A9M0 | purified E. coli Lon protease, fluorescence polarization; in the data active = inhibition above about 13%, passing the limit was not always enough;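 also: 0% = enzyme with probe and DMSO and 100% = no enzyme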
MsrA inh = inhibits bovine methionine sulfoxide reductase A | purified bovine MsrA, absorbance read-out | 360,000 compounds, 0.75% hits | AID 651718 | inhibition, % at 15.5 µM; in the data active = inhibition above about 4.5%;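 also: 0% = vehicle wells with enzyme and 100% = reference inhibitor wells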
CSN inh = CSN deneddylation inhibition; inhibition, % at 12.5 µM; Purified CSN, SCF-Nedd8-OG deneddylation, fluorescence polarization; AID 651999; Q92905; 360,000 compounds, 0.38% hits;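 active = pattern-corrected inhibition above about 35%, with an unprinted fluorescence ratio check between 0.5 and 1.5, limit read from the data, passing the limit was not always enough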;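 also: 0% = enzyme with substrate and 100% = substrate without enzyme; some results filed as inactive read as strong as hits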
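Detection – fluorescence polarization · System – HEK293T-derived human Csn5 enzyme · Controls – substrate-only high control, full reaction low control · Timing – 90 min, room temperature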
Rpn11 inh = Rpn11 (human) deubiquitinase inhibition; 360,000 compounds, 0.59% hits; AID 588493; O00487; calls only at 20 µM; human 26S proteasome, Ub4-pepOG fluorescence polarization; 20S core pre-blocked with epoxomicin;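 active = inhibition at 20 µM, scaled to each plate's controls, above about 33%, limit read from the data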
Target sequence (O00487 whole entry, looked up): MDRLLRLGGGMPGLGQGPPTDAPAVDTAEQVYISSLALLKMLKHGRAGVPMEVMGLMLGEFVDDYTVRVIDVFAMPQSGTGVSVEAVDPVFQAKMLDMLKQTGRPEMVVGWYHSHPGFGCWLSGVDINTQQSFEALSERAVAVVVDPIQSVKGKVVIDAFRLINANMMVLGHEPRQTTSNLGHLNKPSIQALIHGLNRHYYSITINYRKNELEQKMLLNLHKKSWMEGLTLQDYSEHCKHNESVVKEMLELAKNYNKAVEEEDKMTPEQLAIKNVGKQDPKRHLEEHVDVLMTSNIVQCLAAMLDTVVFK
bovine MsrA act = activates bovine MsrA enzyme; purified bovine MsrA, absorbance read-out; activation, % at 10.6 µM; 360,000 compounds, 0.3% hits; AID 602163; in the data active = activation above about 7.5%;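 also: 0% = vehicle and 100% = reference activator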
FAS-TE inh = blocks the thioesterase domain of human fatty acid synthase. recombinant FAS-TE, OMFH fluorogenic substrate, fluorescence endpoint. inhibition, % at 15 µM. 360,000 compounds, 0.67% hits;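 active = compounds whose normalised, plate-corrected inhibition of enzyme fluorescence in the single-dose primary screen is 50% or more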;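 also: 0% = DMSO with enzyme and 100% = substrate without enzyme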
MLLE-PAM2 inh = blocks PAM2 peptide binding to the PABP1 MLLE domain; P11940; GST-MLLE / FITC-PAM2 fluorescence polarization; inhibition, % at 20 µM; 360,000 compounds, 0.36% hits; AID 588489; in the data active = inhibition above about 35%, passing the limit was not always enough;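 also: plate controls were DMSO wells with GST-MLLE for no effect and wells lacking GST-MLLE protein for full effect; some results filed as inactive read as strong as hits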
Target sequence (P11940 whole entry, looked up, the tested form may be a part): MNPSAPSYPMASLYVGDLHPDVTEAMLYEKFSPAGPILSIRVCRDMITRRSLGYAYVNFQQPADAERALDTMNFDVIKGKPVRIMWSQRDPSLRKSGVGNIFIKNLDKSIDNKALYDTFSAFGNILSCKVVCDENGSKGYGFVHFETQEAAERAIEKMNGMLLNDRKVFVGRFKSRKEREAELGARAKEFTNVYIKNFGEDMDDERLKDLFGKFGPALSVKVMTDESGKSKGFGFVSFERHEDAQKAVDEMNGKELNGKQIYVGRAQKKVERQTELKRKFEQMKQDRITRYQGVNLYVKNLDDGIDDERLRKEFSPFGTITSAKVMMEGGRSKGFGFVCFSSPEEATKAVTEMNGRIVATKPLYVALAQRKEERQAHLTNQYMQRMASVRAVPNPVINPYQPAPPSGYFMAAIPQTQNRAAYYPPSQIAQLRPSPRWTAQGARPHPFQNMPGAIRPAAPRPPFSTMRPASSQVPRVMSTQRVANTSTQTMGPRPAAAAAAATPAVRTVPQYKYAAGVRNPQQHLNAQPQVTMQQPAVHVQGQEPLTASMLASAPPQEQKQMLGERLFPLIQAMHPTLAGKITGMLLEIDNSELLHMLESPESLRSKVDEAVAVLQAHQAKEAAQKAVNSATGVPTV
MT1-MMP act inh = inhibitors of human MT1-MMP activation. P50281. HT1080 RFP-PRO-GFP cells, GFP/RFP ratio fluorescence, overnight; percent of plate control window, DMSO zero. GFP/RFP ratio change, % at 20 µM. 360,000 compounds, 0.061% hits. AID 651647;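 active = GFP/RFP ratio change of at least 30% with cell ATP level not reduced by more than half and red fluorescence within 50% of control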; also: strong numbers were not always called active
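Assay system: HT1080 RFP-PRO-GFP cells | Dosing: 20 µM single dose, 1% DMSO | Incubation: Cells overnight before dosing, compound overnight, 37 °C, 5% CO2 | Evaluation: GFP/RFP fluorescence ratio | Control set: DMSO-only wells and HT1080 RFP-L50D-GFP cell wells as references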
Rin1-Abl PPI inh = inhibitors of human Rin1-Abl protein interaction; TR-FRET Rin1/Abl binding, biochemical; inhibition, % at 7.35 µM; 360,000 compounds, 0.4% hits; AID 588664; in the data active = inhibition above about 5%, passing the limit was not always enough
The depositor's hits bear a star; i = inactive; / = not tested or not shown; & = joins results of further samples.

Order of values: MsrA inh	E coli Lon inh	bovine MsrA act	Rpn11 inh	MLLE-PAM2 inh	MT1-MMP act inh	Rin1-Abl PPI inh	FAS-TE inh	CSN inh
COC(=O)c1sc(S(=O)(=O)Nc2ccc(Br)cc2)c(C(=O)OC)c1C
  -0.3	0.9	-9.2	i	-115.7	2.3	-1.5	5.5	-10.5
COc1cccc(CNC(=O)C(=O)NCCC2CCCCN2S(=O)(=O)c2ccccc2)c1 (centres undefined)
  0.0	-1.8	-2.7	i	3.1	-0.2	-1.1	7.2	3.5
CN(C(=O)c1cccc(COc2ccc(Cl)cc2Cl)c1)c1ccccc1
  -0.3	-1.9	-5.1	i	-2.4	-5.8	1.6	28.2	-11.1
CC1CN(C(=O)c2ccc(S(=O)(=O)Nc3ccccc3Cl)cc2)CC(C)O1 (centres undefined)
  1.0	-4.9	-2.7	i	3.0	-3.6	2.6	-2.1	-6.0
CS(=O)(=O)N1CCC(Oc2ccccc2C(=O)N2CCCCC2CO)CC1 (centres undefined)
  0.1	-8.4	-1.3	i	-8.6	0.4	0.7	-5.0	-4.6
O=C(C/C=N\OCc1ccc([N+](=O)[O-])cc1)Nc1ccccc1
  1.3	2.8	-2.5	i	-3.2	-0.8	-2.6	20.8	-1.1
COc1ccc(CC(=O)Nc2cccc(-c3nnc(-c4ccccc4)o3)c2)cc1OC
  -0.1	-0.9	0.3	i	-4.9	-7.9	-5.1	19.2	-1.8
COc1ccc(C(Nc2ccccn2)c2c(NC(=O)c3ccco3)sc(C)c2C)cc1 (centres undefined)
  1.0	-2.5	-4.7	i	14.7	-8.8	2.2	31.7	1.9
CCc1ccc(OCC(=O)O/N=C(\N)c2ccccn2)cc1
  1.8	1.8	-3.2	i	7.1	3.4	0.8	-2.3	-0.8
C=CCn1c(=O)c(C(=O)NCCc2ccccc2)c(O)c2ccccc21
  0.5	-4.5	-2.2	i	2.4	-3.7	-1.2	17.3	-3.2
Cc1ccc(Nc2c(-c3ccccc3O)nc3cnccn23)cc1
  1.5	-0.4	-12.1	i	-2.0	3.4	-0.1	0.2	-0.2
Cc1cc2nc(-c3cccnc3SCC(=O)NC(C)C)[nH]c2cc1C
  0.2	-3.0	-3.6	i	7.5	-0.2	3.8	1.4	-0.4
O=[N+]([O-])c1cnn(-c2nc(-c3ccccc3)cc(C(F)(F)F)n2)c1
  -0.7	-10.1	-6.7	i	-0.2	-7.6	-0.7	-4.9	-1.7
Cc1ccc(C)c(S(=O)(=O)N2CCN(C(=O)CN3C(=O)C4CC=CCC4C3=O)CC2)c1 (centres undefined)
  -1.1	-1.7	-0.6	i	-45.3	-1.9	6.0	-4.2	0.2
Cc1ccc(S(=O)(=O)NC(=O)N2CCN(Cc3c(F)cccc3Cl)CC2)cc1
  -1.1	0.0	-1.6	i	7.1	-0.2	0.5	-1.6	0.7
CC(C)NC(=S)N/N=C/c1ccccc1[N+](=O)[O-]
  -1.0	7.7	-3.6	i	-8.0	-8.7	-3.1	-0.6	-6.1
COc1ccc(-c2nc3c4ccccc4ccn3c2Cc2cccc(F)c2)cc1OC
  0.2	-9.1	-3.0	i	-21.2	-8.1	5.2	11.7	2.1
CC1(C(=O)Nc2cccc3c2CCCC3)CCN1C(=O)Cc1ccccc1Cl (centres undefined)
  0.2	-9.4	-1.3	i	-0.6	-2.2	2.2	10.3	5.3
Cc1ccc(C)c(S(=O)(=O)N2CCN(CC(=O)NC(=O)NCc3ccco3)CC2)c1
  1.9	7.4	-7.3	i	3.5	-3.6	3.5	1.0	-2.2
Nc1ccc(S(=O)(=O)Nc2cnc3ccccc3n2)cc1
  0.1&1.8	-0.2&-18.8	-1.2&-5.1	i	10.3&-29.7	1.5&-11.8	-2.4&-0.9	-1.7&-19.5	1.5&9.1
Cc1cccc(N2CCN(S(=O)(=O)c3c(C)[nH]c(C)c3C(=O)N3CCCCC3)CC2)c1C
  0.7	-5.8	0.0	i	9.9	-1.4	0.3	0.8	-4.6
COC(=O)c1ccc(C(=O)OC)c(NC(=O)COc2ccccc2OC)c1
  1.6	5.8	3.0	i	32.9	-0.8	3.5	7.7	-3.4
COc1ccc(-c2cc(C(=O)OCC(=O)c3cccc([N+](=O)[O-])c3)c3cc(C)ccc3n2)cc1
  0.1	4.8	-14.0	i	-7.5	/	5.3	40.3	-1.7
Cc1cc(Cl)cc2sc(=S)[nH]c12
  -0.3	-2.0	8.2*	i	15.1	-2.4	0.3	-6.9	-0.1
CC(=O)c1cccc(NC(=O)CSc2ccc(-c3ccco3)nn2)c1
  0.3	-25.3	-0.8	i	18.4	0.4	2.2	1.0	4.9
COC(=O)c1nn(-c2cccc(C(F)(F)F)c2)ccc1=O
  0.5	19.5*	2.2	i	-45.4	-1.0	0.3	-2.1	-3.4
O=C(c1cccs1)N1C[C@@H](O)[C@H](n2cc(C3CC3)nn2)C[C@@H]1c1ccccc1
  -1.3	-4.2	-2.8	i	-9.5	1.9	-0.1	-5.6	0.5
COc1c(Cl)cc(C(=O)Nc2ccccc2-c2ccccc2)cc1Cl
  1.2	/	/	i	-0.5	-5.3	/	28.0	-3.2
O=C(O)c1cn(-c2ccc(F)cc2)c(=O)c2ccccc12
  -0.3	-3.4	-0.6	i	2.0	-3.9	-1.7	0.9	0.3
O=C(NNC(=S)NC(=O)C12CC3CC(CC(C3)C1)C2)c1ccncc1
  1.9	4.2	2.7	i	24.4	-4.0	-4.7	-7.6	-3.5
Oc1cc2ccccc2cc1-c1n[nH]c(=S)n1Cc1ccco1
  0.0	2.2	-0.9	i	-0.4	-9.3	4.5	-0.3	2.7
CCc1ccc(C2CC(c3cccc(Cl)c3)n3nc(N)nc3N2)cc1 (centres undefined)
  -0.5	0.9	0.3	i	-0.8	-3.2	-1.3	1.3	-0.7
CN1C(=O)CC(N2CCN(c3ccc(Cl)c(Cl)c3)CC2)C1=O (centres undefined)
  0.3	6.7	-14.4	i	2.4	-0.8	-1.6	-3.7	0.8
Cc1ccc(NC(=O)CSc2nc3[nH]ncc3c(=O)[nH]2)cc1
  0.2	4.4	-4.3	i	5.2	2.5	-0.9	-5.8	0.5
CN(C(=O)c1cncc(Br)c1)c1c(N)n(Cc2ccccc2)c(=O)[nH]c1=O
  -1.4	-11.8	-3.9	i	3.0	0.0	7.0	-4.8	0.0
O=C(CNc1cccc2ccccc12)N/N=C/c1ccc[nH]1
  0.7	4.0	-0.8	i	-12.5	21.0	-1.4	4.8	4.4
Nc1ncc(Br)cc1S(=O)(=O)NCCC(=O)Nc1cccc(Cl)c1
  1.4	-2.1	-1.1	i	8.3	0.8	3.5	34.9	2.3
Cc1ccc(N2CCN(S(=O)(=O)N(C)C)CC2)c(C)c1
  -0.2	-7.4	-5.7	i	4.8	-10.1	-0.4	-5.5	-0.3
COc1ccc(OC)c(S(=O)(=O)NC2CCCCC2)c1
  -0.4	-0.9	-0.5	i	-8.6	7.9	-2.5	-4.2	1.8
COc1cc(/C=C2/SC(=S)N(CC(=O)NNC(=O)c3ccc(F)cc3)C2=O)cc(OC)c1OC
  1.8	-12.9	-4.2	i	-45.6	-1.8	2.3	-8.4	11.5
Cc1sc(NC(=O)c2ccco2)c(CN2CCN(c3ccccc3)CC2)c1C
  -0.5	2.0	-1.5	i	34.1	-11.4	0.1	33.7	-0.4
COc1ccc(N2CCN(C(=O)c3cccn4c(=O)c5ccccc5nc34)CC2)cc1
  -0.2	6.3	-1.8	i	-4.4	-6.0	2.5	0.9	-2.1
CCCn1nnnc1NCc1ccc(OC)cc1OC
  -1.0	3.4	-1.6	i	12.8	-0.5	-0.7	-5.1	0.0
O=C(CNC(=O)c1ccco1)N/N=C/c1ccccc1[N+](=O)[O-]
  0.4	6.7	-2.6	i	-19.9	0.7	2.9	-12.6	-4.0
COc1cccc(C(c2nnnn2Cc2ccc(F)cc2)N2CCC(C(N)=O)CC2)c1OC (centres undefined)
  0.9	-11.6	-7.8	i	-13.1	4.2	3.4	2.1	-7.2
O=C(Nc1cccc2ccccc12)c1ccc(F)cc1
  1.2	-6.7	-4.3	i	2.0	0.9	0.5	-1.1	-1.2
CN(C)S(=O)(=O)c1ccc(Cl)c(NC(=O)COC(=O)CC(NC(N)=O)c2ccc(Cl)cc2)c1 (centres undefined)
  0.2	14.7	-2.2	i	7.7	-3.5	-1.1	2.3	5.1
O=C1CCCc2[nH]c3cccc(/C(=C/c4ccccc4)c4ccccc4)c3c21
  0.0	-6.6	-2.0	i	4.1	-10.0	2.2	7.3	1.4
CCOC(=O)c1ccc(CNC(=O)C2CCCCC2C(=O)OCC(F)(F)F)o1 (centres undefined)
  0.8	-1.6	-2.6	i	6.8	-6.6	0.7	-7.6	0.7
COc1ccccc1-c1cc(NC(C)=O)c2ncc(-c3ccc(S(C)(=O)=O)cc3)n2c1
  0.0	-9.1	-1.9	i	-0.7	-5.6	-3.8	3.5	0.5
CCOc1ccc([C@@H]2CC=C(C(=O)O)[C@H](c3ccc(F)cc3)N2S(=O)(=O)c2ccc(C)cc2)cc1
  1.5	5.0	-0.5	i	7.4	-1.4	2.6	2.5	1.4
CCOC(=O)c1c(C)[nH]c(C(=O)COC(=O)COc2ccc(OC)cc2)c1C
  0.0	-1.8	-3.1	i	-6.8	-2.6	-26.9	-2.1	-1.9
CSCCC(NC(=O)/C(=C/c1ccco1)NC(=O)c1ccc(Br)o1)C(=O)O (centres undefined)
  1.5	5.3	-2.9	i	9.3	-3.3	-0.7	-1.3	2.1
COC(=O)Nc1ccc(S(=O)(=O)N2CCN(CCN3C(=O)C4C5C=CC(C5)C4C3=O)CC2)cc1 (centres undefined)
  -0.4	-1.6	0.1	i	-0.3	3.5	-2.4	-5.6	1.9
CCN(CC)c1ccc(/C=N\NC(=O)c2cccc3cc[nH]c23)cc1
  0.7	1.7	-3.9	i	0.3	3.2	-2.2	12.9	-0.4
O=C(COC(=O)c1ccc(Br)cc1)NC(=O)NCc1ccccc1
  -2.3	-5.7	-1.8	i	18.5	-0.5	2.6	-3.6	1.7
